Compound activity deposited in PubChem by Southern Research Specialized Biocontainment Screening Center.
Salmonella PhoP GFP = Inhibition of PhoP regulon, Salmonella typhi GFP reporter cells, confirmation, 4 h (AID 1850). inhibition, % at 50 µM; hits with a dose series show IC50 in µM. 310,000 tested, 0.33% active. Salmonella Typhi PhoP-promoter GFP reporter, fluorescence, 4 h; higher % means a stronger effect; in the data active means a potency from the dose series; inconclusive means inhibition mostly from about 25% at the one dose, without a potency; inactive means the rest, 99 in 100 with inhibition below about 19%;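 further: 0% = induced wells with vehicle and 100% = uninduced wells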
H1N1 NS1A inhibition = H1N1 influenza NS1A inhibitors, functional cell based assay (AID 504329) | NS1A functional cell-based assay, percent inhibition; higher % means a stronger effect | inhibition, % at 12.5 µM, or IC50 in µM where a hit was titrated | 340,000 tested, 0.3% active; in the data active means a potency from the dose series; inconclusive means inhibition above about 27% without an active follow-up result; further: strong numbers were not always called active
VEEV TC-83 Vero = inhibitors of VEEV TC-83 cytopathic effect, confirmation, Vero cells (AID 588727); 350,000 tested, 0.13% active; inhibition, % at 20 µM; hits with a dose series show IC50 in µM; Vero cells, VEEV TC-83 cytopathic effect inhibition; higher % means a stronger effect; in the data active means a potency from the dose series; inconclusive means inhibition mostly from about 14% at the one dose, without a potency; inactive means the rest, 99 in 100 with inhibition below about 12%; further: strong numbers were not always called active
H37Rv inhibition = M. tuberculosis growth inhibition, HTS (AID 449762); M. tuberculosis H37Rv growth inhibition, 7H9 media; higher % means a stronger effect; 330,000 tested, 0.59% active; one-dose inhibition, % at 25 µM; IC50 in µM for titrated hits; in the data active means a potency from the dose series; inconclusive means inhibition above about 70% without an active follow-up result;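 further: bacterial growth assessed after seven days of incubation; strong numbers were not always called active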
tuberculosis growth = growth inhibition of non-replicating M. tuberculosis (AID 488890). Mycobacterium tuberculosis non-replicating, growth inhibition; higher % means a stronger effect. 320,000 tested, 0.39% active. inhibition, % at 25 µM, or IC50 in µM where a hit was titrated; in the data active means a potency from the dose series; inconclusive means inhibition mostly from about 82% at the one dose, without a potency; inactive means the rest, 99 in 100 with inhibition below about 76%;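 further: plate controls were DMSO cells for no effect and high antibiotic wells for full effect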
VEEV TC-83 Vero 10K pilot screen = further read-out of VEEV TC-83 Vero, marked with its call; inhibition, %; measured here: 10K pilot screen inhibition
Active calls of the source: *; i = inactive; ? = inconclusive; . = not tested or not shown. Compounds were not picked by outcome; about 1.4% have a hit in one of these screens.

SMILES	Salmonella PhoP GFP	H1N1 NS1A inhibition	VEEV TC-83 Vero	H37Rv inhibition	tuberculosis growth	others
O=c1[nH]c(=O)n(CCO)c2nnn(Cc3ccccc3)c12	1.1%	-0.1%	1.1%	-2.7%	-19.4%
Cc1ccc(S(=O)(=O)c2ccc([N+](=O)[O-])cn2)cc1	-1.0%	-3.2%	i	?	?
Cc1ccc2[nH]c(=O)c3cc(C(=O)N(CCCOC(C)C)Cc4ccco4)sc3c2c1	-2.2%	5.8%	10.5%	-8.6%	8.2%
CCN(CC)C(=O)C1CCN(Cc2ccc(Br)cc2)CC1	25.0%	16.3%	3.1%	0.4%	5.6%
Cc1cc(OCc2nc(-c3cccs3)no2)cc(C)c1Cl	.	-3.9%	3.5%	8.4%	28.5%
CCC(CO)Oc1cc(NC(=O)c2ccccc2)c2ncn(C(C)C)c2c1 (stereo not drawn)	.	-9.5%	4.8%	-6.9%	7.4%
COc1ccc(N2CC(C(=O)N3CCN(Cc4ccc5c(c4)OCO5)CC3)CC2=O)cc1 (stereo not drawn)	-22.9%	-7.0%	1.9%	-6.8%	3.9%
Cn1c(C(=O)N2CCC(C(=O)N3CCC4(CC3)OCCO4)CC2)cc2sccc21	4.2%	-0.3%	0.3%	-0.1%	9.5%
COc1cc(OC)c(C2C(C(=O)Nc3ccccc3)=C(C)Nc3ncnn32)cc1OC (stereo not drawn)	-8.9%	-1.0%	0.6%	-6.8%	-3.3%
CCN(C(=O)COC(=O)c1cc(OC)ccc1Br)C1CCS(=O)(=O)C1 (stereo not drawn)	.	-9.9%	0.1%	-9.6%	7.0%
Cc1ccc(Cl)cc1NC(=O)C(Cc1ccccc1)N1C(=O)C2C3CCC(C3)C2C1=O (stereo not drawn)	6.0%	10.9%	2.5%	2.8%	-10.6%
O=C(Nc1ccc2ccccc2c1)c1ccc(NS(=O)(=O)c2ccc(Br)s2)cc1	-6.5%	-2.5%	2.0%	-0.6%	1.4%
CC1(OC(=O)C2CCCC2)C(=O)C=C2C=C(c3ccsc3)N(C3CCCCC3)C=C2C1=O (stereo not drawn)	13.2%	21.5%	i	-6.7%	54.8%
O=C(O)c1ccc(N2C(=O)c3cccnc3C2=O)cc1	6.2%	1.7%	1.8%	-1.9%	-1.0%	VEEV TC-83 Vero 10K pilot screen=0.2
CCC(C)NS(=O)(=O)c1cccs1 (stereo not drawn)	-9.6%	4.8%	2.9%	1.8%	0.7%	VEEV TC-83 Vero 10K pilot screen=0.9
Cc1ccc(NC2CCCN(C(=O)CCC3(C)CC3)C2)cc1C (stereo not drawn)	-4.6%	-0.1%	5.4%	2.4%	30.5%
CCOC(=O)NC(=S)c1ccc[nH]1	7.1%	4.6%	0.6%	-0.3%	?
O=c1cc(-c2ccco2)oc2ccccc12	.	-13.1%	3.0%	.	.
CCCCCCn1c(Br)nc2c1c(=O)n(C)c(=O)n2C	6.5%	1.9%	i	19.7%	15.3%	VEEV TC-83 Vero 10K pilot screen=2.9
COc1ccccc1-n1c(CNC(=O)c2ccccc2)nnc1SCC(=O)Nc1nnc(C)s1	2.7%	-3.8%	0.1%	1.1%	-8.6%
COc1ccc(CNCC(O)(c2ccccc2)c2ccccc2)cc1	3.9%	-19.8%	0.8%	6.1%	1.0%
O=C(NC1CCC(NC(=O)C(F)(F)C(F)F)CC1)C(F)(F)C(F)F (stereo not drawn)	2.3%	-2.6%	4.1%	-7.8%	0.5%
CCOc1cc(CNS(=O)(=O)c2ccc3c(c2)CC(=O)N3C)cc(OCC)c1OCC	-5.8%	-3.0%	1.0%	3.8%	19.0%
CN1C(=O)/C(=C/c2ccc(C(F)(F)F)cc2)Sc2ccc(C(=O)N3CCN(c4ccccn4)CC3)cc21	-10.0%	6.6%	0.8%	61.8%	34.1%
Cc1cccc(C)c1NC(=O)CSCCO	-4.8%	5.7%	0.8%	-8.4%	-11.4%
CC(=O)N(CCc1cccc(C)c1)Cc1cc2cc(C)ccc2[nH]c1=O	4.2%	-0.6%	0.7%	2.1%	3.7%
COc1cc(NS(=O)(=O)c2ccc(NC(=O)CN3C(=O)c4ccccc4C3=O)cc2)ncn1	-3.8%	1.9%	i	-5.4%	11.7%	VEEV TC-83 Vero 10K pilot screen=1.0
COc1ccc(C(=O)N2CCCCC2C(=O)Nc2ccc(-n3nc(C)cc3C)cc2)o1 (stereo not drawn)	-0.6%	-11.9%	2.3%	2.1%	11.7%
O=C(C1CCN(S(=O)(=O)c2cccs2)CC1)N1CCCCCC1	13.5%	0.8%	0.1%	-4.6%	1.7%
O=CNc1c(Br)cc2c(c1Br)Cc1cc(Br)ccc1-2	.	-1.9%	4.8%	.	.
NCCc1ccc(O)cc1	-10.9%	6.2%	0.9%	1.9%	7.8%
COc1ccc(N2CC(O)=C(c3nc(-c4ccc(F)cc4)cs3)C2=N)cc1	-5.1%	4.0%	i	-3.4%	14.9%
Cc1cccc(Nc2c([N+](=O)[O-])ccc3nonc23)c1	-3.9%	1.2%	0.2%	0.4%	-7.3%
CCN(CC)S(=O)(=O)c1ccc(NC(=O)CCNC(=O)c2ccco2)cc1	16.5%	6.7%	2.4%	0.7%	-0.3%
C/C(=N\NC(=O)c1ccco1)c1ccc(NC(=O)C(F)(F)F)cc1	.	-4.9%	1.2%	.	.
CCOC(=O)C1CCN(C(=O)COC(=O)CNC(=O)c2ccc(OC)cc2)CC1	-2.2%	16.6%	0.7%	-3.5%	4.1%

Entries shown so far that contain a CF3 group (2):
SMILES	Salmonella PhoP GFP	H1N1 NS1A inhibition	VEEV TC-83 Vero	H37Rv inhibition	tuberculosis growth	others
CN1C(=O)/C(=C/c2ccc(C(F)(F)F)cc2)Sc2ccc(C(=O)N3CCN(c4ccccn4)CC3)cc21	-10.0%	6.6%	0.8%	61.8%	34.1%
C/C(=N\NC(=O)c1ccco1)c1ccc(NC(=O)C(F)(F)F)cc1	.	-4.9%	1.2%	.	.

Other results
SMILES	Salmonella PhoP GFP	H1N1 NS1A inhibition	VEEV TC-83 Vero	H37Rv inhibition	tuberculosis growth	others
CC(C)C(c1nnnn1C1CCCC1)N1CCN(C(=O)c2ccco2)CC1 (stereo not drawn)	13.3%	0.7%	0.3%	2.0%	4.7%
O=C(NCC1CCCC(CNC(=O)Nc2ccc(Cl)cn2)C1)Nc1ccc(Cl)cn1 (stereo not drawn)	7.4%	-8.5%	?	?	56.6%
Cc1ccc(-c2nc3ccsc3c(=O)[nH]2)cc1	-2.9%	-4.4%	0.6%	5.6%	-0.7%
COC(=O)CCN1CCN(S(=O)(=O)c2ccc3c(c2)OCCO3)CC1	.	-13.8%	1.6%	-0.9%	3.0%
COc1ccccc1NC(=O)Nc1ccccc1C(N)=O	-7.5%	-10.6%	0.1%	-5.5%	-7.7%
Cn1cc(CCC(=O)NCc2cccc(Cl)c2)c2ccccc21	2.0%	2.7%	0.8%	-3.8%	9.6%
C=C(C)C1CC=C(C)/C(=N\NC(=O)CNc2cccc3ccccc23)C1 (stereo not drawn)	-7.7%	5.2%	4.0%	-9.2%	9.8%
NC(=O)COc1ccccc1C(=O)NC12CC3CC(CC(C3)C1)C2	-1.9%	-3.7%	1.0%	20.8%	-3.4%
CN(C)[C@H]1N(C(=O)c2ccc(Br)cc2)N=C2c3ccccc3S(=O)(=O)N21	0.5%	0.2%	i	-15.2%	9.6%
CCOC(=O)c1ccc2[nH]cc(C(C)=O)c(=O)c2c1	-6.2%	-5.0%	2.4%	21.8%	0.7%
Cc1ccc(N=c2ssnc2Cl)cc1	-0.9%	-2.9%	1.1%	0.3%	77.3%
COc1cccc(C(C)NC(=O)Cc2cccs2)c1 (stereo not drawn)	0.1%	-1.5%	i	5.9%	-12.6%

Three entries already listed, ordered by formula weight, lowest first.
SMILES	Salmonella PhoP GFP	H1N1 NS1A inhibition	VEEV TC-83 Vero	H37Rv inhibition	tuberculosis growth	others
COc1cccc(C(C)NC(=O)Cc2cccs2)c1 (stereo not drawn)	0.1%	-1.5%	i	5.9%	-12.6%
Cn1cc(CCC(=O)NCc2cccc(Cl)c2)c2ccccc21	2.0%	2.7%	0.8%	-3.8%	9.6%
CN(C)[C@H]1N(C(=O)c2ccc(Br)cc2)N=C2c3ccccc3S(=O)(=O)N21	0.5%	0.2%	i	-15.2%	9.6%

(cont.)
SMILES	Salmonella PhoP GFP	H1N1 NS1A inhibition	VEEV TC-83 Vero	H37Rv inhibition	tuberculosis growth	others
COc1ccc(NC(=O)Cn2nnc(C(N)=O)c2N)c(OC)c1	4.1%	7.1%	2.9%	-19.1%	-19.1%
COc1cc(S(=O)(=O)N2CCOCC2)ccc1NC(=O)CSc1n[nH]c(=O)[nH]c1=O	-10.9%	3.4%	i	-2.6%	2.3%
O=C(NCC1CC1)c1ccc2c3n(nc2c1)-c1ccc(Cl)cc1CO3	-8.4%	2.9%	0.7%	6.0%	25.8%	VEEV TC-83 Vero 10K pilot screen=2.7
CC1CCCN(C(=S)Nc2ccc(S(=O)(=O)N3CCCCC3)cc2)C1 (stereo not drawn)	2.7%	2.1%	0.7%	2.6%	51.7%
CS(=O)(=O)c1ccccc1C(=O)N1CCN(S(=O)(=O)c2ccc(C3CCCCC3)cc2)CC1	.	12.8%	6.0%	.	.
CCc1c(C)nc2ncnn2c1NC1CCCc2ccccc21 (stereo not drawn)	1.9%	5.3%	5.5%	0.1%	10.6%
O=C(CSc1n[nH]c(-c2ccncc2)n1)Nc1ccc(F)cc1	5.7%	0.0%	1.1%	5.3%	-4.3%
CC(=O)Nc1ccc(CN2CCC(CO)(CCOc3ccccc3)CC2)cc1	13.2%	-24.2%	i	-10.3%	-7.3%
O=C(O)CC1(CC(=O)Nc2nccs2)CCCCC1	.	-11.4%	i	.	.
O=C(c1cc(-c2ccc(Cl)cc2)on1)N1CCN(c2ccccc2)CC1	13.5%	6.3%	2.5%	0.3%	39.6%
CCN(CC)CCCN1C(=O)c2oc3ccccc3c(=O)c2C1c1cccnc1 (stereo not drawn)	18.0%	1.6%	0.5%	-19.0%	-5.2%
Cc1ccc(CNC(=O)C(NS(=O)(=O)c2cccs2)C(C)C)cc1 (stereo not drawn)	3.9%	6.7%	i	2.5%	7.5%

Structures shown so far with an aryl thioether with sulfur outside any ring (3):
SMILES	Salmonella PhoP GFP	H1N1 NS1A inhibition	VEEV TC-83 Vero	H37Rv inhibition	tuberculosis growth	others
COc1ccccc1-n1c(CNC(=O)c2ccccc2)nnc1SCC(=O)Nc1nnc(C)s1	2.7%	-3.8%	0.1%	1.1%	-8.6%
COc1cc(S(=O)(=O)N2CCOCC2)ccc1NC(=O)CSc1n[nH]c(=O)[nH]c1=O	-10.9%	3.4%	i	-2.6%	2.3%
O=C(CSc1n[nH]c(-c2ccncc2)n1)Nc1ccc(F)cc1	5.7%	0.0%	1.1%	5.3%	-4.3%

Remaining list, next part.
SMILES	Salmonella PhoP GFP	H1N1 NS1A inhibition	VEEV TC-83 Vero	H37Rv inhibition	tuberculosis growth	others
O=C(Nc1c(F)cccc1F)c1ccc2c(c1)CCN2S(=O)(=O)c1ccccc1	1.3%	-1.6%	6.0%	4.5%	4.4%
COc1ccccc1CNC(=O)c1ccc(CNc2c(N3CCCC3)c(=O)c2=O)cc1	.	6.5%	0.1%	-3.6%	-6.0%
Cc1cc2ncc(-c3ccc(Cl)cc3)cn2n1	7.5%	-1.7%	0.7%	1.1%	5.5%
NC1=NC[C@@H](Cc2ccc(O)cc2)N1CCc1cc(C(F)(F)F)cc(C(F)(F)F)c1	24.8%	2.9%	1.0%	?	76.3%	VEEV TC-83 Vero 10K pilot screen=0.2
CC1(C)[N+]([O-])=C2C(=[N+]([O-])C1(C)C)c1ccccc1/C2=N\O	-10.5%	-5.3%	3.7%	-1.4%	-3.0%
N#Cc1cnn(-c2ncnc3sc(-c4ccccc4)cc23)c1N	-5.2%	-17.1%	4.0%	2.2%	-11.7%
